Glyco luc inh = increase of ERlucT glycosylation luciferase signal, primary screen, N-linked glycosylation inhibitor project, D54 ERlucT cells, luminescence, set 2; D54 ERlucT glycosylation luciferase reporter, 24 h; percent of 100 nM tunicamycin response; reporter increase, % at 12.5 µM; 360,000 tested, 0.23% active;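 active means mean luciferase reporter signal, scaled so untreated is 0 and the glycosylation-blocking control 100, at or above a set limit in every replicate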;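 further: luciferase carries N-glycosylation sites so blocking glycosylation raises the light; 0% = median of neutral control wells and 100% = median of 100 nM tunicamycin wells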
PDI inh = inhibitors of human PDI, primary screen, biochemical, turbidity, single point, plate reader. Protein disulfide-isomerase (Homo sapiens), P07237. PDI insulin aggregation turbidity, A650, 90 min. inhibition, % at 10 µM. 350,000 tested, 0.052% active. AID 588391, 2011;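 active means mean inhibition across replicates of 30% or more, whatever share of single replicates reach that level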;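 further: absorbance from insulin aggregation driven by PDI reduction with DTT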
Target sequence (P07237 whole entry, looked up): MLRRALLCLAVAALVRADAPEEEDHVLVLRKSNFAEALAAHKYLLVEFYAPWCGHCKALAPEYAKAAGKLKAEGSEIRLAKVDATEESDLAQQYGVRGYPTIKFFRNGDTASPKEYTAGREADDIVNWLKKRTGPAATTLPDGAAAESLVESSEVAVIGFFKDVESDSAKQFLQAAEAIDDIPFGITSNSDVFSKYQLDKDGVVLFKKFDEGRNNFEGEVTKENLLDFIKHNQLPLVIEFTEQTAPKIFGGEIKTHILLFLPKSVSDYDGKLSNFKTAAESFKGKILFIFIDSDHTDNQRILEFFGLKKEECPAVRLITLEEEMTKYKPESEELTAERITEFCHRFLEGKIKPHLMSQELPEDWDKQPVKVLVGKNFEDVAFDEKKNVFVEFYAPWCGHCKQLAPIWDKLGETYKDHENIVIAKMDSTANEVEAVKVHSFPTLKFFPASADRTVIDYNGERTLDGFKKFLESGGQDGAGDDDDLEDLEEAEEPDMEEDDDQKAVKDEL
ABCB6 inh MLPCN = ABCB6 transporter inhibitors, primary screen, K562-ABCB6 cells, flow cytometry, MLPCN library; ATP-binding cassette sub-family B member 6 (Homo sapiens), Q9NP58; K562-ABCB6 porphyrin accumulation, 1 h; hits give low values; fluorescence ratio to DMSO, % at 10 µM; 360,000 tested, 0.19% active;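 active means fluorescence ratio to DMSO below 75%, the collection mean minus 3 SD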;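 further: signal is porphyrin accumulated inside mitochondria; 100% equals median channel fluorescence of DMSO control wells; lower ratio means ABCB6 inhibition with less porphyrin fluorescence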
H9c2 protect = cardioprotection against H2O2-induced cell death, primary screen, uHTS, H9c2 cells, ATPLite luminescence; H9c2 cardiomyocytes, H2O2 injury protection, 2 h; protection from H2O2 cell death, % at 20 µM; 360,000 tested, 0.63% active; AID 588492, 2011;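 active means compounds giving at least 50% protection of heart cells from peroxide-induced death in the single-dose screen, raw or plate-pattern-corrected value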;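 further: 0% = DMSO wells with peroxide and 100% = DMSO wells without peroxide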
Exocytosis inh = LAMP-1 surface exposure blockers, TALL-104 cells – cell-based, flow cytometry, MLPCN library, primary screen. TALL-104 LAMP-1 surface exposure; cells stimulated with thapsigargin and PMA. AID 651702, 2012. 360,000 tested, 0.66% active. inhibition, % at 10 µM;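 active means inhibition above about 55%, limit read from the data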
ABHD5-PLIN5 inh = ABHD5-PLIN5 interaction inhibitors, primary screen, cell lysate, split luciferase complementation, luminescence; Split G. princeps luciferase complementation, 4 h; Perilipin-5 (Homo sapiens) + 1-acylglycerol-3-phosphate O-acyltransferase ABHD5 (Homo …; 360,000 tested, 0.78% active; inhibition, % at 4 µM;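 active means inhibition above the mean inhibition across every tested compound plus 3 SD, cut at about 22% in these data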;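 further: 0% = DMSO only wells and the 100% control is not disclosed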
CaV13 ICDI inh = Disruptors of the CACNA1D IQ motif to Ca2+-dependent inactivation inhibitor domain association, primary screening, Förster resonance energy transfer in intact living …. HEK cells, CFP/YFP FRET ICDI-IQ, plate reader, 10 min; percent FRET-ratio fall versus neutral wells. inhibition, % at 12.3 µM. 340,000 tested, 0.098% active;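 active means mean replicate inhibition of at least 30% and at least 1% of replicates passing that level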;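 further: 0% = median of the neutral control wells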
MC4R ag barr = MC4R agonists recruiting beta-arrestin, primary screen, cell-based, luminescence, agonist arm of biased-ligand search; Melanocortin receptor 4 (Homo sapiens), P32245; U2OS MC4R beta-arrestin complementation; percent of melanotan II response, DMSO zero; activation, % at 8.9 µM; 360,000 tested, 0.98% active;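 active means activation above a per-plate cutoff, the mean activation of sample wells on that plate plus 3 SD, cut at about 8% in these data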
HTR2A ag = mouse Htr2a agonists via beta-arrestin recruitment, primary screen, cell-based, luminescence | 360,000 tested, 0.66% active | CHO-K1 mHTR2A beta-arrestin complementation; percent of 30 µM serotonin response | activation, % at 7.6 µM | 5-hydroxytryptamine receptor 2A (Mus musculus), P35363;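 active means activation above a run cutoff, the mean activation of all tested compounds plus 3 SD, cut at about 14% in these data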;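 further: 0% = plate median of compound wells and 100% = 30 µM serotonin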
Target sequence (P35363 whole entry, looked up): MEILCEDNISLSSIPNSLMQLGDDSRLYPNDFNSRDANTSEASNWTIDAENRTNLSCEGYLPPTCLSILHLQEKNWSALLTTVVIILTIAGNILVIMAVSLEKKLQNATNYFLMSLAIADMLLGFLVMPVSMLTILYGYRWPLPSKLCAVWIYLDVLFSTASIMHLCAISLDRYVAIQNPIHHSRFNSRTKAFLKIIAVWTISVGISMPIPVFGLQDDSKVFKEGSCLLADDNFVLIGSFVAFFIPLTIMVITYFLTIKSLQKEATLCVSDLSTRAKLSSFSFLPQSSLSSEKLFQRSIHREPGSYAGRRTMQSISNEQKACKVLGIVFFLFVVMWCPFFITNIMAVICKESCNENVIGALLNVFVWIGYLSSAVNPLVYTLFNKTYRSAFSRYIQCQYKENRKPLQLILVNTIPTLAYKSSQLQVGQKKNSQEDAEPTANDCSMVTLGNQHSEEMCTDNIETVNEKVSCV
MC4R antag cAMP = MC4R antagonists of cAMP signaling, primary screen, cell-based, TR-FRET, antagonist arm of biased-ligand search; Melanocortin receptor 4 (Homo sapiens), P32245; MC4R-expressing cells, MTII-stimulated cAMP, LANCE TR-FRET; inhibition, % at 6.5 µM; 360,000 tested, 0.48% active; AID 540295, 2011;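 active means inhibition above its plate's cutoff, the mean of tested wells on that plate plus 3 SD, cut at about 29% in these data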;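 further: 0% = Melanotan II alone and 100% = Melanotan II plus saturating MCL0020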
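System: U2OS cells stably expressing human melanocortin 4 receptor (MC4R). Reagent: Melanotan II challenge after compound preincubation. Doses: 6.5 µM. Times: 30-min compound, 1-h challenge, 1-h detection, room temperature. Measured by: TR-FRET with Eu-cAMP and labeled anti-cAMP, 671 nm. Replicates: singlicate.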
Starred values were filed as active, the others as inactive; . = not tested or not shown.

SMILES	Glyco luc inh	PDI inh	ABCB6 inh MLPCN	H9c2 protect	Exocytosis inh	ABHD5-PLIN5 inh	CaV13 ICDI inh	MC4R ag barr	HTR2A ag	MC4R antag cAMP
Cc1ccccc1Nc1ccc2nonc2c1[N+](=O)[O-]	0	6	100	-2	6	-1	-6	-0.5	2	-8
COc1ccccc1CC(NC(C)=O)C(=O)NC1CCN(C(=O)c2ccc([N+](=O)[O-])cc2)CC1 (stereo unspecified)	1	-13	96	2	9	0	-4	-1.6	5	5
O=C(C1=C(O)C(=O)N(CCN2CCOCC2)C1c1ccc(F)cc1)c1cccs1 (stereo unspecified)	0	11	83	-2	0	0	-5	-2.4	-3	5
CC1Cc2ccccc2N1S(=O)(=O)c1cnc(Cl)c(Br)c1 (stereo unspecified)	-3	8	96	2	-4	1	-5	-2.4	3	30*
c1ccc(NC2=NCCN2CCC2CCCC2)cc1	0	-1	102	0	-2	-6	-10	-1.2	-7	2
Cc1ccc(-n2nc3c(=O)n(CC(=O)NCc4ccccn4)nc(C)c3c2C)cc1	2	1	95	0	3	-6	-3	1.2	-1	17
COC(=O)c1sccc1NC(=O)c1ccc(OC)c([N+](=O)[O-])c1	2	2	95	-2	0	-4	-3	0.0	0	-4
CCc1ccc(/C(C)=N/NC(=O)CNC(=O)/C=C/c2ccco2)cc1	4	-8	104	2	-2	12	.	3.4	4	-4
CC(C)C[C@H](NC(=O)N1CCn2c1nc1ccccc12)C(=O)NCc1ccco1	-1	-1	109	-3	30	-5	-15	-1.6	2	1
Cn1c(=O)c2cc(NC(=O)NCc3ccc(Cl)cc3Cl)ccc2n1Cc1ccccc1	-1	-12	96	-1	-5	-5	-5	1.1	-2	5
Cc1cc(-c2ccc(Br)s2)nc(-n2cccc2)n1	2	3	109	-16	10	2	.	-0.5	2	41*
Cc1ccc(S(=O)(=O)N2C[C@H]3[C@H]4C(=O)N(c5ccccc5)C(=O)[C@H]4C[C@H](OC(=O)NCC4CCCCC4)[C@@]3(O)C2)cc1	-1	12	100	15	-2	-11	-5	-0.8	-8	10
Cc1ccc(NC(=O)OCCN2CCN(Cc3ccccc3)CCC2=O)cc1C	3	3	88	-5	-4	4	-11	0.7	-2	5
COc1ccc(CC(=O)N/N=C/c2ccc(C)s2)cc1	-1	9	83	-5	-2	4	-5	-0.6	-1	-5
O=C(CNC(=O)c1ccccc1)NCCO	0	15	97	11	0	5	-4	2.0	-1	5
COc1ccccc1C1/C(=C(\O)c2ccc3c(c2)OCCO3)C(=O)C(=O)N1Cc1cccnc1 (stereo unspecified)	1	7	102	1	0	-6	-3	-0.7	7	2
Cc1ccc(CNc2ncccc2-c2nc3cc(Cl)ccc3o2)cc1	0	-9	98	-4	-2	2	-4	-2.7	1	21
CCOc1ccc(NC(=O)CSc2ccccc2N)cc1	2	-1	102	-6	-1	5	1	2.8	2	32*
Cc1ccnc(NS(=O)(=O)c2ccc(N3C(=O)Nc4ccccc4N3O)cc2)c1	3	-2	95	-5	1	2	-18	0.5	2	5
CN(C(=O)CSc1nc2ccccc2[nH]1)C1CCS(=O)(=O)C1 (stereo unspecified)	2	-3	90	2	-6	-5	-2	-3.8	-2	-4
CCOC(=O)c1cnc2c(C)cccc2c1Nc1cccc(C(=O)O)c1	0	1	98	-4	1	8	-7	-2.8	1	20
Cc1ccc(/C=C2\CCCC3=C2NC(=S)NC3c2ccc(C)cc2)cc1 (stereo unspecified)	-1	1	94	-8	-4	-6	-4	2.1	2	-10
COc1ccccc1C(=O)NC(=S)N1CCCc2ccccc21	-5	-2	100	-5	-5	-6	-8	-1.6	-1	5
CCN1CCN(S(=O)(=O)c2ccc(-c3cc(C)no3)s2)CC1	0	6	96	-8	-3	-1	-14	-3.1	-4	3
O=Nc1c2ccc[nH]c-2c2ccc([N+](=O)[O-])cc12	7	-13	95	1	-7	0	-5	6.0	7	-9
O=S(=O)(c1ccc(Cl)c(S(=O)(=O)N2CCCC2)c1)N1CCCC1	1	3	104	0	0	0	5	2.2	1	19
Nn1cc(-c2ccccc2)nc1SCC(=O)NCC(F)(F)F	2	2	99	0	3	-2	7	0.0	-2	6
S=c1[nH]nc(-c2ccncc2)n1/N=C/C=C/c1ccccc1	-5	3	98	0	11	-7	-6	-2.0	-4	14
COc1ccc(S(=O)(=O)N2CCCC(C(=O)NC3CCCC3)C2)cc1OC (stereo unspecified)	-1	-6	87	-7	2	-4	-7	2.0	-3	15
N=c1c(-c2nc3ccccc3[nH]2)cc(C(=O)c2cccs2)nn1-c1ccccc1	1	-8	87	-12	19	3	.	-2.7	0	4
COc1ccc(C2=NS(=O)(=O)N(C)C(C(=O)Nc3ccc4c(c3)OCO4)=C2)cc1OC	2	-2	95	-14	13	-10	-6	-0.4	-6	-6
CN1CCN(C(=O)/C=C/c2ccc(Cl)cc2)CC1	1	-1	97	4	-1	4	-5	-1.2	-1	5
CN(Cc1nc(-c2ccccc2)no1)C1CCOCC1	-4	-2	96	-6	2	-4	-5	0.6	1	2
Cc1nn(-c2ccccc2)c(N2CCCC2)c1/C=N/NC(=O)c1cc(-c2cccnc2)nc2ccccc12	1	-4	98	59*	-5	3	-18	4.5	-3	11
Cc1c(NC(=O)CSc2nnnn2-c2ccc(C(=O)O)cc2)c(=O)n(-c2ccccc2)n1C	1	12	97	16	17	13	-2	5.5	3	-4
NS(=O)(=O)c1ccc(CCN=Cc2ccccc2O)cc1	4	2	101	4	-3	-2	-19	-0.3	1	19
O=C(Nc1ccc2c(c1)OCCO2)c1ccc(S(=O)(=O)N2CCCCC2)cc1	-3	6	99	-1	-1	1	-3	-1.1	-5	5
COc1ccc(C(=O)OC(C)CN2CCOCC2)cc1 (stereo unspecified)	2	1	100	-2	-3	2	-4	-3.1	0	11
CCc1nc2ccc(C(=O)Nc3ccc(OC)c(OC)c3)cn2c1N(C)C(=O)Cc1ccccc1	2	-22	98	12	-22	-9	-5	-0.9	-1	1
CCN(CC)S(=O)(=O)c1cccc(C(=O)N[C@H](C(=O)NCc2ccc(Cl)cc2)C(C)C)c1	-1	-5	91	-5	1	-5	1	-1.6	-5	5
CCc1ccccc1N(C)S(=O)(=O)c1ccc2[nH]cc(C(=O)N3CCc4ccccc43)c(=O)c2c1	2	-5	97	8	10	6	-18	2.6	2	5
COc1ccc(CCNC(=O)C(=O)NCC2OCCN2S(=O)(=O)c2ccc(C)cc2)cc1 (stereo unspecified)	-4	.	90	3	3	4	-3	-1.5	4	10
O=C(OCC(=O)N1CCCc2ccccc21)c1ccc(S(=O)(=O)C(F)F)cc1	1	4	103	0	-2	-9	-7	-1.5	-7	7
COc1ccc(NC(=O)Nc2cccnc2)c(OC)c1	3	-4	93	0	-4	5	0	-1.5	-5	4
Cc1ccc(S(=O)(=O)Nc2cccc(C(=O)NC3CCN(Cc4ccccc4)CC3)c2)cc1F	-5	12	96	-5	5	14	-5	0.0	-7	4
CC(=O)C1CCC2C3CC=C4N(C)C(=O)CCC4(C)C3CCC12C (stereo unspecified)	-3	4	99	10	0	4	-7	0.0	3	-4
O=C(NCCc1c[nH]c2ccccc12)c1ccc([N+](=O)[O-])o1	-1	18	97	-17	3	-4	-10	-0.6	6	1
Cc1c(C(c2ccc(F)cc2)c2c(C)n(C)n(-c3ccccc3)c2=O)c(=O)n(-c2ccccc2)n1C	-3	-1	101	8	-4	2	-4	0.3	5	10
Cc1cnc(C(=O)Nc2c(-c3ccccc3)[nH][nH]c2=O)cn1	.	.	.	.	1	-38	-7	.	1	.
CCc1nnc(NC(=O)c2cccc(NC(=O)C(C)C)c2)s1	-2	11	99	3	-2	0	-5	-2.9	0	7

The listing continues.
SMILES	Glyco luc inh	PDI inh	ABCB6 inh MLPCN	H9c2 protect	Exocytosis inh	ABHD5-PLIN5 inh	CaV13 ICDI inh	MC4R ag barr	HTR2A ag	MC4R antag cAMP
COc1ccc(NC(=O)C2CCN(S(C)(=O)=O)CC2)cc1OC	1	-7	98	3	4	0	-6	-0.3	8	1
COc1ccc(NC(=O)C2c3cc(OC)c(OC)cc3C(=O)N(C)C2c2cccnc2)cc1OC (stereo unspecified)	4	5	91	1	7	1	-5	-3.1	7	5
CN(NC(=O)NN)c1ncc(C(F)(F)F)cc1Cl	1	-8	91	-5	1	1	-6	-1.2	10	6
CC(=O)NC1CC2CCCC(C1)N2CC(=O)Nc1ccccc1 (stereo unspecified)	.	5	87	21	-2	2	-8	-0.6	2	3
CC/C(=N\O)c1c(O)c2c(n(-c3ccccc3)c1=O)CCCC2	1	0	97	-5	5	7	-5	0.3	2	3
COc1cccc(C2c3c(oc4ccc(F)cc4c3=O)C(=O)N2CCN2CCOCC2)c1OC (stereo unspecified)	0	.	97	10	0	2	-5	-0.9	0	1
COC(=O)c1c[nH]c2c1-c1cc(C(=O)OCc3ccccc3)n(S(=O)(=O)c3ccc(C)cc3)c1C(=O)C2=O	-17	0	97	-20	15	-17	-7	2.5	-3	-18
c1ccc2scnc2c1	1	.	102	4	-4	9	.	-0.8	3	0
C[C@@H]1CN([C@H](C)CO)C(=O)CCCn2cc(nn2)CO[C@H]1CN(C)C(=O)CCC(F)(F)F	3	1	99	-2	-7	-1	-5	-0.7	-5	-2
C/C(=N\Nc1ccc(Cl)cc1)c1c(O)cc(C)oc1=O	1	7	104	-3	2	-6	-7	3.3	-1	17
C[C@H](NC(=O)c1nc[nH]c1C(=O)N[C@@H](C)C(=O)OCc1ccccc1)C(=O)OCc1ccccc1	3	5	99	7	-4	-4	-9	3.1	11	5
O=C(Nc1c(F)c(F)c(F)c(F)c1F)NC1CCCCC1	2	5	95	-1	-1	3	-8	1.6	1	2
CCc1nc2ccc(C(=O)NCc3ccccc3OC)cn2c1N(C)Cc1ccc(OC)cc1	-3	2	102	5	1	9	-5	0.3	-7	21
Cc1nn(-c2ccccc2)nc1C(=O)Nc1nnc(C(F)(F)F)s1	-2	15	96	-15	-1	-1	2	1.6	8	2

High-throughput results (PubChem)
